PGC1a acetyl inh: lowers PGC1a acetylation signal in U2OS cells; AlphaScreen anti-acetyl-lysine; with virally co-expressed GCN5 acetyltransferase; inhibition, % at 15.6 µM; 350,000 compounds, 0.17% hits; AID 651687;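 active = every replicate shows inhibition of at least 40%; inconclusive = mean inhibition at least 40% but some replicate below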;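 note: 0% = neutral control wells and 100% = positive control wells; some results beyond the cut were filed as inactive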
* = called active by the depositor; ? = inconclusive.

Sample of the layout, two compounds:
PGC1a acetyl inh,smiles
-4,CCSc1nnc(NC(=O)C2CC=CCC2C(=O)O)s1 (centres undefined)
-5,COC(=O)c1c(N)sc2c1CCN(c1ncc(C(F)(F)F)cc1Cl)C2

Results, repeating the preview:
PGC1a acetyl inh,smiles
-4,CCSc1nnc(NC(=O)C2CC=CCC2C(=O)O)s1 (centres undefined)
-5,COC(=O)c1c(N)sc2c1CCN(c1ncc(C(F)(F)F)cc1Cl)C2
-16,COc1ccc(Cn2nnnc2C(c2ccc(F)cc2)N2CCN(C3CCCC3)CC2)cc1 (centres undefined)
7,Cc1ccc(CNc2nc3ccccc3n3nnnc23)cc1
-1,O=C(CSc1nnnn1-c1cccc2c1CCCC2)NC1CCCC1
-2,O=C(/C=C/c1ccco1)NC(=S)Nc1cccc(-c2nc3ccccc3o2)c1
-8,C/C(=N\NC(=O)CSc1ncccn1)c1ccc2c(c1)OCCO2
2,CCOc1cc(/C=C2/SC(=Nc3ccccc3)N(Cc3cccnc3)C2=O)ccc1OCC#N
1,Clc1ccc(-c2cc(COc3ccc4ccccc4c3)no2)cc1
16,Nc1c(C(=O)C2CC2)sc2nc(-c3cccs3)cc(C(F)(F)F)c12
-9,COCCN(C(=O)CSc1nnc(C)n1Cc1ccccc1)c1c(N)n(Cc2ccccc2)c(=O)[nH]c1=O
-9,COC(=O)c1ccc(Oc2ccc(C(C)(C)C)cc2)c([N+](=O)[O-])c1

(cont.)
PGC1a acetyl inh,smiles
-7,Cc1ccc(Sc2cc(N3CCOCC3)nc(-c3ccccc3)n2)cc1
-2,CCOC(=O)C1=C(CSc2nc3c(cc2C#N)CN(C)CC3)OC(N)=C(C#N)C1c1ccc(Cl)cc1 (centres undefined)
8,O=C(NNS(=O)(=O)c1ccccc1)c1cc2cc3ccccc3nc2s1
-12,CC(C)(CS(=O)(=O)[O-])NC(=O)CC[N+](C)(C)CCO
-3,CC(=O)c1c(N2CCOCC2)nc(=S)n(Cc2ccccc2)c1C
-9,CCc1ccc2c(CC(=O)Nc3nnc(C4CC4)s3)coc2c1
-11,CC(C)COP(=O)(OCC(C)C)C(Nc1ccccc1)c1ccc2c(c1)OCO2 (centres undefined)
78*,CCOC(=O)C1CCCN(C(=O)CSc2ccc(Br)cc2)C1 (centres undefined)
-14,O=C(NCc1ccc2c(c1)OCO2)C1CCCN(S(=O)(=O)c2cccc3nonc23)C1 (centres undefined)
-4,COc1ccc2[nH]c(=O)c(CN(CCCN(C)C)C(=O)Nc3ccc(F)cc3)cc2c1
-6,CCN(CC)C(=O)N1c2ccccc2CC(N(CC)CC)c2ccccc21 (centres undefined)
-8,Oc1ccc(Nc2nc(-c3ccc(O)cc3)cs2)cc1

Continued.
PGC1a acetyl inh,smiles
-4,Cc1cc(C)c(S(=O)(=O)/N=C2/C=C(SCC(=O)O)C(=O)c3ccccc32)cc1C
0,COCCn1c(=O)[nH]c(=O)c2cc(C(=O)c3cc(Cl)ccc3O)cnc21
3,COc1ccc(C2=CSC3=NCCN23)cc1F
7,Cc1csc2nc(=O)c3ccccc3n12
-5,CCOc1ccc2[nH]c(=O)c(CN(Cc3ccco3)C(CC)c3nnnn3Cc3ccccc3)cc2c1 (centres undefined)
11,COc1ccc(-c2nc(N3CCOCC3)nc3n[nH]c(N)c23)cc1
-3,Fc1cccc(C2CC(c3cccc(Br)c3)Nc3nnnn32)c1 (centres undefined)
14,CCn1c(C)c(C(C)=O)c(N2CCN(c3ccccc3)CC2)nc1=S
?,CC(=O)n1nc2nc(C)cc(C)c2c1N
-3,CCc1ccc(Nc2nnc(SCc3cc(=O)n4ccsc4n3)s2)cc1
-14,CCOC(=O)c1c(NC(=O)c2ccco2)n(C2CCCCC2)c2nc3ccccc3nc12
2,CC(C)(C)n1nnnc1C(c1ccc(C(F)(F)F)cc1)N(Cc1ccccc1)Cc1ccco1 (centres undefined)

Additional entries:
PGC1a acetyl inh,smiles
-6,c1ccc(CSC2=NCCCN2)cc1
9,Cc1[nH]c2ccccc2c1CCO
-52,CC(=O)/C=C/c1ccc2ccccc2n1
-9,O=C(Nc1ccc2c(c1)OCO2)c1ccc(S(=O)(=O)NCC2CCCO2)cc1 (centres undefined)
-5,COc1ccc(/C=C2/N=C(c3cccs3)OC2=O)cc1OC(C)C
5,CCN(CC)c1ccc(NC(=O)CSc2nnc3nc(C)cc(C)n23)cc1
-5,CC(C)c1nc(=S)n(-c2ccccc2)[nH]1
12,COCCn1nnnc1C(c1ccccc1Cl)N1CCN(c2ccccc2OC)CC1 (centres undefined)
33,O=C(NNC(=O)c1sccc1-n1cccc1)c1ccc(Cl)cc1
1,CCOc1ccc(CNC(=S)N/N=C\c2ccc([N+](=O)[O-])cc2)cc1
-3,Cc1oc2c(c1C(=O)c1ccc(Cl)cc1)C(=O)C(=O)c1ccccc1-2
-4,COc1ccc(CCN2C(=O)c3[nH]nc(-c4ccccc4O)c3C2c2cccc(O)c2)cc1OC (centres undefined)

Quoted at random: six records from the list
PGC1a acetyl inh,smiles
-9,O=C(Nc1ccc2c(c1)OCO2)c1ccc(S(=O)(=O)NCC2CCCO2)cc1 (centres undefined)
1,CCOc1ccc(CNC(=S)N/N=C\c2ccc([N+](=O)[O-])cc2)cc1
-6,c1ccc(CSC2=NCCCN2)cc1
5,CCN(CC)c1ccc(NC(=O)CSc2nnc3nc(C)cc(C)n23)cc1
-52,CC(=O)/C=C/c1ccc2ccccc2n1
9,Cc1[nH]c2ccccc2c1CCO

More entries
PGC1a acetyl inh,smiles
39,Cc1ccc(S(=O)(=O)Cn2nnnc2CN(Cc2ccco2)CC2CCCO2)cc1 (centres undefined)
3,Cc1cc(C(=O)CN2C(=O)NC3(CCCc4ccccc43)C2=O)c(C)n1Cc1ccccc1 (centres undefined)
-1,COC(=O)CSC1=NS(=O)(=O)c2ccccc21
9,N#C/C(=C(/O)Cc1cccc2ccccc12)c1nc2ccccc2s1
8,O=C(CCN1C(=O)c2ccccc2C1=O)Nc1ccc(-c2nc3ccccc3o2)cc1
1,CCCC(=O)NNc1cc(=O)c2c(=O)n(C)c(=O)n(C)c2[nH]1
-11,Cc1ccccc1-c1ccc(Nc2ccc(N3CCOCC3)cc2)nn1
-10,Cc1ccc(S(=O)(=O)CC(=O)c2ccccc2)cc1
-6,CC1(C)CC2(CCO1)N1CC3(C)CN2CC(C)(C1)C3=O (centres undefined)
4,N/C(Cc1ccc([N+](=O)[O-])cc1)=N\OC(=O)c1ccc2ccccc2c1
-14,Cc1cc(NC(=O)CSc2nc3ccccc3s2)no1
14,N#CC(c1cccc(Cl)c1)c1ccc2c(C(F)(F)F)cc(C(F)(F)F)nc2n1 (centres undefined)

New compounds follow.
PGC1a acetyl inh,smiles
-11,COc1ccc(N2CCN(C(=O)NC34CC5CC(CC(C5)C3)C4)CC2)cc1
4,CNc1nc(C)c(C(=O)c2ccc(Cl)cc2)s1
-21,Cc1ccccc1N1C(=O)c2ccccc2N2C(=O)c3ccccc3C12 (centres undefined)
-12,Cc1cc(C)c2nc(N3CCCC(C(=O)NCCCN4CCOCC4)C3)sc2c1 (centres undefined)
6,C=CCc1cc(/C=C2/NC(=S)NC2=O)cc(OC)c1O
-46,Cc1nc(CS(=O)(=O)c2ccc(Cl)cc2)cc(Sc2ccccc2Cl)n1
-4,N#Cc1ccccc1CN1C(=O)S/C(=C/c2cccn2-c2ccc(C(=O)O)cc2)C1=O
-7,CCc1nnc(NC(=O)[C@@H](NC(=O)c2cccc(S(=O)(=O)N3CCOCC3)c2)C(C)C)s1
-11,COc1ccc(C(=O)N2CCc3cc(OC)c(OC)cc3C2c2cccc([N+](=O)[O-])c2)cc1OC (centres undefined)
-13,Cc1nn(Cc2ccc(Cl)cc2Cl)c(C)c1NC(=O)Cn1nc([N+](=O)[O-])c(Cl)c1C
-30,COc1ccc(OC)c2[nH]c(=O)c(CCNC(=O)c3ccc(S(=O)(=O)N4CCCC4)cc3)cc12
-27,Cc1ccccc1-c1cc(C(=O)Nc2sc(C)c(C)c2C(N)=O)c2ccccc2n1

Other results:
PGC1a acetyl inh,smiles
-1,Cc1ccc(OCCSc2ncnc3nc[nH]c23)cc1
-6,COc1ccc(-n2nc(C(=O)N3CCN(Cc4ccc5c(c4)OCO5)CC3)c3ccccc3c2=O)cc1
-12,CCOC(=O)Cc1csc(SCn2nnc3ccccc3c2=O)n1
-1,CCn1cc(C(=O)N[C@H](C)c2ccccc2)c(=O)c2cc(F)c(N3CCN(C)CC3)cc21
-5,COc1cc(OC)cc(C(=O)Nc2nc3ccccc3[nH]2)c1
-8,CCOc1ccccc1NC(=O)c1cccnc1
5,COc1cc(OC)cc(-n2nnnc2SCC(=O)NC2CCCC2)c1
-2,COc1ccccc1-n1c(=S)[nH]c2c(sc(=S)n2-c2ccc(C)cc2C)c1=O
2,Clc1ss/c(=N\c2ccccn2)c1Cl
-7,CC1CCc2cc(F)ccc2N1C(=O)CCl (centres undefined)
3,Cn1cc(Br)c(C(=O)NNC(=O)c2cccc(Br)c2)n1
4,CCOc1cc(-c2nc(-c3ccc(OC)cc3)no2)cc(OCC)c1OCC

The list continues:
PGC1a acetyl inh,smiles
3,CCNC(=S)N(Cc1ccc2c(c1)OCO2)C1CC(=O)N(c2ccc(F)cc2)C1=O (centres undefined)
14,CC(C)Oc1ccc(C(=O)N/N=C/c2ccc(-c3ccc(S(=O)(=O)Nc4ncccn4)cc3)o2)cc1
-6,CCCSc1cc(N2CCN(C)CC2)nc(-c2ccc(OC)cc2)n1
8,CCOc1ccc(-n2c(SCC(=O)Nc3ccc(OC)cc3)nc3c(c2=O)SCC3)cc1
1,Cc1nnc(SCC(=O)N2CCc3ccccc3C2)s1
2,CN(Cc1ccccc1)C(=C(Cl)Cl)C(=C1NCCN1)[N+](=O)[O-]
-9,Cc1cccc(CC(Cc2nc3ccccc3[nH]2)c2nc3ccccc3[nH]2)c1 (centres undefined)
7,O=C(NC1CCCCC1)c1cc([N+](=O)[O-])ccc1N1CCOCC1
0,Cc1ccc(OC(=O)c2cccc(C(=O)Oc3ccc(C)cc3)n2)cc1
-27,Cc1cc2nc3ccc(=[N+](C)C)cc-3sc2cc1N
-2,CC(=O)Oc1cccc(/C=c2\sc3nc(-c4ccco4)nn3c2=O)c1
-16,COc1ccc(C2Nc3ccccc3C(=O)N2Cc2ccco2)cc1COc1ccccc1F (centres undefined)

Remaining list, next part.
PGC1a acetyl inh,smiles
-23,COc1ccc(C(=O)Nc2ccc(S(=O)(=O)N3CCCCC3)cc2)cc1
-2,CCn1c(=O)c2c3c(sc2n2cnnc12)CCC3
-10,COc1ccc(/C=C/C(=O)NCc2cn(C)nc2C)cc1COc1ccc(Br)cc1
6,Cc1sc2ncnc(OCC(=O)NCC3CCCO3)c2c1C (centres undefined)
1,Cc1ccc(N2C(=O)CC(N3CCN(C4CCc5ccccc5C4)CC3)C2=O)cc1 (centres undefined)
2,CNc1sc(C(=O)c2cccs2)c(N)c1-c1nc2ccccc2s1
3,CCOC(=O)C1=C(C)NC(=O)NC1c1c(C)nn(-c2ccccc2)c1Cl (centres undefined)
-5,O=C(O)CCC(=O)N1CC=C(c2ccccc2)CC1
-10,O=C(COc1ccccc1)NC(=S)Nc1ccc2c3c(cccc13)CC2
6,CCCN1C(=O)/C(=C/c2ccco2)SC1=Nc1ccc(OC)cc1
-3,O=C(NCc1cccnc1)Nc1ccc(F)cc1F
16,N#CC1=C(N)SC(N)=C(C#N)C1c1ccnc2ccccc12

Part of the list above, with each value named:
> COc1ccc(/C=C/C(=O)NCc2cn(C)nc2C)cc1COc1ccc(Br)cc1
  PGC1a acetyl inh: -10
> COc1ccc(C(=O)Nc2ccc(S(=O)(=O)N3CCCCC3)cc2)cc1
  PGC1a acetyl inh: -23

More records follow.
PGC1a acetyl inh,smiles
-4,O=C(NC1CCCCC1)N1CCCC(c2nc(-c3ccc(S(=O)(=O)N4CCCC4)cc3)no2)C1 (centres undefined)
3,N#Cc1cnn(-c2nc3sc4c(c3c(=O)[nH]2)CCCC4)c1N
22,COc1ccccc1/C=c1\sc2nc(-c3ccco3)nn2c1=O
-1,CCn1nnnc1SCC(=O)Nc1sc(C)c(C)c1C#N
-9,COc1ccc(C)cc1NC(=O)c1ccc(-c2ccc(C(C)=O)cc2)o1
6,C=CCn1c(SCc2nc3ccccc3c(=O)[nH]2)nnc1-c1cc2cc(Cl)ccc2o1
8,Cc1ccc(N2C(N)=C(C#N)C(c3cccnc3)C3=C2CCCC3=O)cc1 (centres undefined)
-11,COC(=O)c1cccc(NC(=O)NC2CCCN2S(=O)(=O)c2ccc(Cl)cc2)c1 (centres undefined)
-4,O=C1C(C=NCc2cccnc2)=C(O)c2ccccc21
1,Cc1ccc(C(=O)N/N=C2\SCC(=O)N2c2cc(C)ccc2C)cc1
-4,CSc1ccc(NC(=O)N2CC(C)OC(C)C2)cc1 (centres undefined)
-15,COc1ccc(-c2cc(C(F)(F)F)nc(NCc3cccnc3)n2)cc1

Records listed so far that bear a hit mark in PGC1a acetyl inh:
PGC1a acetyl inh,smiles
78*,CCOC(=O)C1CCCN(C(=O)CSc2ccc(Br)cc2)C1 (centres undefined)

Additional compounds
PGC1a acetyl inh,smiles
2,COC(=O)c1sc(NC(=O)COc2ccc(OC)cc2)nc1C
-5,Cc1c(NS(=O)(=O)c2cc(Br)cc3c2N(C(=O)C2CC2)CC3)c(=O)n(-c2ccccc2)n1C
4,Cc1cc2nc(-c3ccc(NC(=O)c4cccnc4)cc3)oc2cc1C
-6,COc1ccc(N2C(=O)NC3CC2(C)Oc2ccc(Cl)cc23)cc1OC (centres undefined)
-2,O=C(CSc1nnc(-c2cccs2)n1Cc1ccccc1)NCc1ccc2c(c1)OCO2
-14,CCOC(=O)c1cnc(SCC)[nH]c1=O
10,CC1CCc2sc3c(c2C1)c1ncnn1c(=O)n3CC(=O)c1ccc(Br)cc1 (centres undefined)
1,CC1CCCN(C(=O)c2ccc3c(c2NCCO)C(=O)c2ccccc2C3=O)C1 (centres undefined)
15,COC(=O)c1sccc1NC(=O)c1cc(-c2ccc(C)cc2)nc2ccccc12
8,Cc1cc(SCc2cc(=O)[nH]c3ccccc23)nc2ccccc12

Assay outcomes (PubChem)

A portion of the library, so the mix of outcomes need not match the whole.
